# TNAP inh noacc = human TNAP enzyme inhibitors, primary screen, biochemical, luminescent, no phosphate acceptor, uHTS. purified TNAP, CDP-star luminescence, 30 min. inhibition, % at 20 µM. 0.26% of 200,000 active;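 active = tissue-nonspecific alkaline phosphatase inhibition above about 50% at 20 µM in the single-dose screen, limit read from the data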;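 also: 0% = DMSO negative control and 100% = EDTA positive control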
# Target sequence (P05186 whole entry, looked up): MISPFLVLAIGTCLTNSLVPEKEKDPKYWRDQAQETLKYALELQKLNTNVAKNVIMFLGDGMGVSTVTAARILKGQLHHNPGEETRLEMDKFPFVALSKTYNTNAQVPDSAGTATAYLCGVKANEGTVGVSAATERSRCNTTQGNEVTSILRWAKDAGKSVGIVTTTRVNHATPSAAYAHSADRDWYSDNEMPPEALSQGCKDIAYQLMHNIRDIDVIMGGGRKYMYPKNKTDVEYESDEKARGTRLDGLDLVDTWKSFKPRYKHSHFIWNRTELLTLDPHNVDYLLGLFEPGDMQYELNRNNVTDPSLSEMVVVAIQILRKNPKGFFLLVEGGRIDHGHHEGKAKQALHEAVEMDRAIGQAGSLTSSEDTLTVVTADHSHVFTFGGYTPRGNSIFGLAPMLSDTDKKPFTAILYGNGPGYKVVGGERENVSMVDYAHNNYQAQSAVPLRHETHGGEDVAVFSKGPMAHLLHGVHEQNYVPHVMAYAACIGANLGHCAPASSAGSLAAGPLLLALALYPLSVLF
# PPARg SRC2 recr = agonists of PPARg-SRC-2 recruitment, primary screen, biochemical, HTS. Peroxisome proliferator-activated receptor gamma (Homo sapiens), P37231. PPARgamma LBD-SRC-2 recruitment. activation, % at 8 µM. 0.34% of 200,000 active; in the data active = activation above about 22%;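 also: 0% = vehicle and 100% = reference agonist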
# Target sequence (P37231 whole entry, looked up, the tested form may be a part): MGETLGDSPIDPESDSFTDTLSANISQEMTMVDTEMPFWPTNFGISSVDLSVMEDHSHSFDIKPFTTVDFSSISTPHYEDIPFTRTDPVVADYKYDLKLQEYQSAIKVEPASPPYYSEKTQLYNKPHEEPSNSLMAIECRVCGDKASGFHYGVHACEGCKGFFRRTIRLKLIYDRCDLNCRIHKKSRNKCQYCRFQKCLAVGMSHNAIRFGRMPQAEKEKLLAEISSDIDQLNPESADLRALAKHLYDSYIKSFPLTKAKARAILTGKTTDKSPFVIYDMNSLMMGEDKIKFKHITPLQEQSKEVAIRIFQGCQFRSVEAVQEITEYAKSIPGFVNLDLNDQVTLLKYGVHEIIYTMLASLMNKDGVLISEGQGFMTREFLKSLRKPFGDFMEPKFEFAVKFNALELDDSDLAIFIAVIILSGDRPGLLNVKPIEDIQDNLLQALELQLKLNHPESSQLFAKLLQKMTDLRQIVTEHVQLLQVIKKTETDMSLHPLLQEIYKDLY
# TNAP inh hi DEA = human TNAP enzyme inhibitors, primary screen, biochemical, luminescent, high phosphate acceptor level, uHTS; Alkaline phosphatase, tissue-nonspecific isozyme (Homo sapiens), P05186; AID 1135, 2008; purified TNAP, CDP-star luminescence, 1 M DEA; inhibition, % at 20 µM; 0.03% of 200,000 active;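 active = over 50% inhibition of tissue-nonspecific alkaline phosphatase at 20 µM in the single-dose screen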;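 also: plate controls were DMSO wells for no effect and EDTA-quenched wells as full inhibition for full effect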
# bIAP inhibitor = bovine intestinal alkaline phosphatase inhibitors, primary screen, selectivity assay for TNAP inhibitor project, biochemical, bovine IAP, CDP-star luminescence | alkaline phosphatase, intestinal [Bos taurus] | purified bovine IAP, 30 min | inhibition, % at 20 µM | 190,000 tested, under 10 active | AID 1019, 2008;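 active = over 50% inhibition of intestinal alkaline phosphatase at 20 µM in the single-dose screen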
#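 test system = bovine IAP enzyme | medium = DEA buffer 100 mM, pH 9.8, with MgCl2 1.0 mM, ZnCl2 0.02 mM | detection = luminescence | dosing = single compound dose of 20 µM, 2% DMSO final | incubation = 30 min reaction at room temperature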
# bIAP activator = bovine intestinal alkaline phosphatase activators, primary screen, biochemical, bovine IAP, CDP-star luminescence | alkaline phosphatase, intestinal [Bos taurus] | activation factor at 20 µM | purified bovine IAP, 30 min; hits give high values; fold of DMSO-control signal, blank-subtracted | 0.17% of 200,000 active;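 active = activation factor of 2 or more at 20 µM, a signal rise over negative controls twice the positive control's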
# TNAP act hi DEA = TNAP activators at high phosphate acceptor level, primary screen, biochemical, luminescence, uHTS; purified TNAP, CDP-star luminescence, 1 M DEA, 30 min; hits give high values; 0 = EDTA background, 1 = DMSO-only activity; activation factor at 20 µM; 200,000 tested, under 10 active; AID 1136, 2008;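 active = activation factor at least 2 at 20 µM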
#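 Test system – human TNAP · Doses – 20 µM single point · Incubation – 30 min, room temperature · Signal – luminescent substrate turnover signal · Read-out basis – activation factor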
# PPARg SRC-3 ag = PPARgamma agonists recruiting SRC-3 coactivator, primary screen, biochemical. 0.26% of 200,000 active. Peroxisome proliferator-activated receptor gamma (Homo sapiens), P37231. biochemical PPARgamma/SRC-3 coactivator recruitment assay. activation, % at 8 µM; in the data active = activation above about 23%;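 also: 0% = DMSO and 100% = reference agonist; some compounds past the cut are filed as inactive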
# Efa HMGR inh = inhibitors of E. faecalis class II HMGR, primary screen, biochemical, Enterococcus faecalis; HMG-CoA reductase (Enterococcus faecalis, mvaE); purified E. faecalis HMGR, NADPH absorbance 340 nm kinetic; inhibition, % at 10 µM; 0.41% of 190,000 active;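 active = inhibition above a set limit, the median over all tested compounds plus 3 SD, cut at about 9.5% in these data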;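 also: enzyme runs in reverse so mevalonate oxidation gives rising NADPH absorbance; 0% = complete reaction with DMSO and 100% = background rate lacking mevalonate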
# TR-FRET SRC-2 ct = TR-FRET signal artefacts, primary screen, artefact control for PPARgamma SRC-2 agonist project, biochemical. TR-FRET artefact counter-screen; hits give high values. TR-FRET ratio at 8 µM. 0.4% of 200,000 active; in the data active = TR-FRET ratio above about 2000; also: inactives centre near 1500
# PPARg SRC-1 ag = PPARgamma agonists recruiting SRC-1 coactivator, primary screen, biochemical; Peroxisome proliferator-activated receptor gamma (Homo sapiens), P37231; activation, % at 8 µM; 0.41% of 200,000 active; PPARgamma-SRC-1 coactivator recruitment biochemical assay; AID 631, 2007; in the data active = activation above about 19%;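 also: 0% = DMSO and 100% = reference agonist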
# * hit, by the source's call.
compound	TNAP inh noacc	PPARg SRC2 recr	TNAP inh hi DEA	bIAP inhibitor	bIAP activator	TNAP act hi DEA	PPARg SRC-3 ag	Efa HMGR inh	TR-FRET SRC-2 ct	PPARg SRC-1 ag
CS(=O)(=O)N1CCN(c2ccccc2NC(=O)c2ccc(-c3ccc(Cl)cc3Cl)o2)CC1	-7	-5	-5	7	0.9	1	-3	0	1631	2
CCN1CC(CN(C)Cc2nc(COc3ccccc3)no2)CC1=O (centres undefined)	-8	1	-4	2	1	1	-5	-1	1580	1
CCOCCCn1c(SCC(=O)NCc2ccc3c(c2)OCO3)nc2ccccc2c1=O	-7	-1	-5	-11	1.1	1	5	-1	1620	10
CCC(=O)n1nc(-c2ccc(Cl)cc2)nc1N	59*	2	-7	-4	1	1.1	5	-4	1599	4
CN1CCN(C(=O)C23CC4CC(C2)CC(c2ccccc2)(C4)C3)CC1	-1	6	-2	-16	1.2	1	1	2	1609	5
COc1ccc(CCN(C(=O)C(F)(F)F)C(C(=O)NC2CCCC2)c2cccs2)cc1 (centres undefined)	-2	-3	-8	-3	1	1.1	-7	-3	1441	3
COC(=O)c1ccc(C(=O)N(CCN(C)C)c2nc3c(Cl)cccc3s2)cc1	-10	-6	-3	4	1	1	-5	-5	1392	-5
CCn1nc(C(=O)N2CCN(Cc3ccc4c(c3)OCO4)CC2)c2ccccc2c1=O	-2	3	0	-7	1.1	1	5	-1	1524	-6
CC1(C)Cc2c(sc3c2c(N)nc(=S)n3Cc2ccccc2)CO1	-8	-6	-2	-1	1	1	-2	2	1529	1
CN1/C(=C\C=C2/SC(=S)N(CC(=O)O)C2=O)C(C)(C)c2ccccc21	52*	7	50*	6	0.9	0.5	3	-7	1499	-2
CCCCn1c(=NC(=O)c2ccco2)c(C(=O)OCC)cc2c(=O)n3ccccc3nc21	-9	6	-2	4	1	1	12	-5	1563	7
O=C(Nc1ccc(Cl)cc1)ON=C1CCCC1	-4	-9	0	12	0.9	1	-6	-7	1478	-4
CC1CN(c2ncnc3c2cnn3-c2ccc(Cl)cc2)CC(C)O1 (centres undefined)	-12	-5	-6	5	1	1.1	-6	-3	1533	-1
C=CCn1c(SCC(=O)N2CCOCC2)nc2sc3c(c2c1=O)CCCC3	-10	2	-2	8	0.9	1	4	-2	1344	0
O=C(N/N=C/c1ccc([N+](=O)[O-])o1)c1cc(-c2cccc(Br)c2)nc2ccccc12	2	7	6	10	0.9	0.9	-1	-8	1604	5
CCOCCCN(CCC#N)S(=O)(=O)c1ccc(S(=O)(=O)N2CCCC2)cc1	-12	-1	-6	13	0.9	1.1	-2	-5	1590	-2
CCc1ccc2[nH]c(O)c(N=Nc3nc(-c4ccccc4)cs3)c2c1	22	-6	21	26	0.7	0.8	3	-6	1457	0
CC1=C(C(=O)N2CCOCC2)C(c2cccc(C)c2)NC(=S)N1 (centres undefined)	-10	1	-3	-6	1.1	1	2	0	1580	5
O=c1c2ccccc2c(/C=N/c2ncn[nH]2)c(O)n1Cc1ccccc1	-20	6	-2	-12	1.1	1	-1	-3	1590	-1
O=C(CCCCCN1C(=O)c2ccccc2C1=O)NCc1ccco1	7	-3	-3	3	1	1	-10	-3	1490	-5
CCOC(=O)c1nnn(-c2nonc2N)c1CN(CC)c1ccccc1	-8	2	-5	28	0.7	1	5	0	1533	3
Fc1ccc(-n2cc(-c3ccccc3)c3c(NN4CCOCC4)ncnc32)cc1	15	-6	-3	5	1	1	-2	0	1691	1
Cn1c(=O)oc2cc(S(=O)(=O)NC3CCCCCCC3)ccc21	-14	5	0	10	0.9	1	3	0	1402	3
CC(C)C(c1nnnn1C1CCCC1)N1CCN(C(=O)c2ccco2)CC1 (centres undefined)	-12	-1	-5	6	0.9	1	-3	0	1476	-7

# Single records, from the list above. Order of values: TNAP inh noacc	PPARg SRC2 recr	TNAP inh hi DEA	bIAP inhibitor	bIAP activator	TNAP act hi DEA	PPARg SRC-3 ag	Efa HMGR inh	TR-FRET SRC-2 ct	PPARg SRC-1 ag
# Profile of `CC1CN(c2ncnc3c2cnn3-c2ccc(Cl)cc2)CC(C)O1` (centres undefined) → -12	-5	-6	5	1	1.1	-6	-3	1533	-1
# Profile of `CCOC(=O)c1nnn(-c2nonc2N)c1CN(CC)c1ccccc1` → -8	2	-5	28	0.7	1	5	0	1533	3

# Following part
compound	TNAP inh noacc	PPARg SRC2 recr	TNAP inh hi DEA	bIAP inhibitor	bIAP activator	TNAP act hi DEA	PPARg SRC-3 ag	Efa HMGR inh	TR-FRET SRC-2 ct	PPARg SRC-1 ag
O=C(/C=C\Nc1cccc(F)c1)c1cccs1	-10	2	1	29	0.7	1	-3	0	1362	4
CCn1c(SCCC(=O)O)nnc1-c1cccnc1	-16	-2	-9	11	0.9	1.1	-2	1	1578	9
COc1ccc(C(C#N)Nc2ccc(C)cc2)cc1 (centres undefined)	-15	10	-8	8	0.9	1.1	6	0	1468	6
Cc1ccc(Nc2nc3ccccc3o2)cc1F	-6	-12	4	11	0.9	1	-5	-2	1305	-1
Nc1cc(N)nc(SCc2cccnc2)n1	-7	5	-1	0	1	1	3	-9	1682	2
Cc1ccsc1/C=N/N=C1\C(=O)Nc2ccccc21	19	3	8	-1	1	0.9	5	4	1630	3
O=C(Nc1ccc2oc(=O)ccc2c1)c1cc2ccccc2o1	-11	-6	-4	10	0.9	1	10	-3	1454	-12
COc1ccc(N2CSC3=C(C#N)C(c4cc(OC)c(OC)cc4OC)CC(=O)N3C2)c(OC)c1 (centres undefined)	-5	5	1	3	1	1	13	-5	1660	7
O=C(CSc1nnc(-c2cccs2)n1-c1ccccc1)NCC1CCCO1 (centres undefined)	-8	15	-5	-3	1	1	8	2	1614	3
CCOCc1nnc(NC(=O)c2cc(OC)cc(OC)c2)s1	-16	0	-6	-13	1.1	1.1	1	-3	1474	0
Cc1nc(C)n(CC(O)COc2ccc3c(c2)CCC3)n1 (centres undefined)	-10	2	-3	-1	1	1	14	-1	1621	1
Nc1cc(=O)nc(SCC(=O)N(C2CCCCC2)C2CCCCC2)n1-c1ccccc1	-6	10	-7	-2	1	1.1	0	-5	1450	2
CCCCN1C(=O)CC(Nc2ccc(CC)cc2)C1=O (centres undefined)	-10	-2	1	4	1	1	-8	6	1473	2
O=C(O)CC(=O)Nc1ccc(Oc2ccc(C(F)(F)F)cn2)c(Cl)c1	-2	-1	-4	2	1	1	-1	8	1643	1
O=C(Nc1cccc(O)c1)N1CCOCC1	-9	3	-2	8	0.9	1	1	-4	1553	1
CC(C)(C)c1cc(C(=O)N2CCc3ccccc32)ccn1	-15	5	-6	5	0.9	1.1	9	0	1671	10
CN1CCN(c2ccc([N+](=O)[O-])cc2C(=O)c2ccc(Cl)cc2)CC1	2	-13	1	12	0.9	1	-5	-2	1380	5
CCOC(=O)C1CCN(C(=O)C2CCN(S(=O)(=O)CC)CC2)CC1	-12	11	-6	12	0.9	1.1	0	-1	1582	-4
COc1cc(CNCCO)ccc1OC1CCCC1	-16	7	0	6	0.9	1	3	-1	1683	4
Cc1nonc1C(=O)N/N=C/c1ccc(O)cc1	-8	-6	4	14	0.9	1	1	-7	1585	0
Cc1ccc(C)c(N2CCN(C(=O)CN3C(=O)c4ccccc4C3=O)CC2)c1	-7	-3	-2	14	0.9	1	-13	-2	1362	-4
COc1ccc(NC2CC(=O)N(C)C2=O)cc1 (centres undefined)	0	0	7	3	1	0.9	-1	1	1697	-6
COc1ccc(NC(=O)C2CCN(c3cc(-c4ccccc4)nc4ncnn34)CC2)cc1OC	-11	8	-3	1	1	1	1	0	1747	7
COc1ccc(N2CCN(Cc3nc4c(c(=O)[nH]c(=O)n4C)n3CCCc3ccccc3)CC2)cc1	-5	4	-5	-4	1	1.1	4	-11	1616	3

# 5 neighbouring entries already listed, quoted:
compound	TNAP inh noacc	PPARg SRC2 recr	TNAP inh hi DEA	bIAP inhibitor	bIAP activator	TNAP act hi DEA	PPARg SRC-3 ag	Efa HMGR inh	TR-FRET SRC-2 ct	PPARg SRC-1 ag
Cc1nonc1C(=O)N/N=C/c1ccc(O)cc1	-8	-6	4	14	0.9	1	1	-7	1585	0
Cc1ccc(C)c(N2CCN(C(=O)CN3C(=O)c4ccccc4C3=O)CC2)c1	-7	-3	-2	14	0.9	1	-13	-2	1362	-4
COc1ccc(NC2CC(=O)N(C)C2=O)cc1 (centres undefined)	0	0	7	3	1	0.9	-1	1	1697	-6
COc1ccc(NC(=O)C2CCN(c3cc(-c4ccccc4)nc4ncnn34)CC2)cc1OC	-11	8	-3	1	1	1	1	0	1747	7
COc1ccc(N2CCN(Cc3nc4c(c(=O)[nH]c(=O)n4C)n3CCCc3ccccc3)CC2)cc1	-5	4	-5	-4	1	1.1	4	-11	1616	3

# Additional structures:
compound	TNAP inh noacc	PPARg SRC2 recr	TNAP inh hi DEA	bIAP inhibitor	bIAP activator	TNAP act hi DEA	PPARg SRC-3 ag	Efa HMGR inh	TR-FRET SRC-2 ct	PPARg SRC-1 ag
Cc1ccc(C2CC(c3ccccc3)=NN2c2ccccc2)o1 (centres undefined)	-27	12	-12	-4	1	1.1	0	2	1480	-2
OCCN1CCN(CC(O)COCC2COc3ccccc3O2)CC1 (centres undefined)	-11	1	-5	-8	1.1	1.1	3	4	1447	2
Cc1cc2nc(-c3cccc(NC(=O)c4ccc(Br)o4)c3C)oc2cc1C	-2	-16	1	7	0.9	1	6	0	1430	3
CSc1cccc(NC(=O)c2ccco2)c1	-7	3	-4	27	0.7	1	4	-3	1629	-4
COc1ccc(NC(=O)N(CCN2CCCC2)Cc2cc3cc(OC)c(OC)cc3[nH]c2=O)cc1	-10	-1	-7	3	1	1.1	-7	-4	1504	-3
CN(C)CCCN1C(=O)C(=O)/C(=C(/O)c2ccncc2)C1c1cccc(Br)c1 (centres undefined)	-8	6	4	0	1	1	-10	-2	1523	-3
O=C(O)c1cc(-c2ccncc2)nc2ccc(S(=O)(=O)N3CCOCC3)cc12	-15	-2	-2	5	1	1	-2	1	1559	17
C=CCc1ccc(OCCCOc2ccc(C(=O)O)cc2)c(OC)c1	-8	0	-9	-6	1.1	1.1	4	-4	1353	0

# From PubChem
